CHRM5 antagonist – blocks acetylcholine activation of human M5 receptor. CHO-hM5 cells, Fluo-8 calcium fluorescence, ACh EC80. inhibition, % at 3 µM. hit rate 0.59% among 360,000. AID 624040;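 active means inhibition above a per-plate cutoff, the mean of that plate's test compounds plus 3 SD, cut at about 27% in these data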;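 further: 0% = acetylcholine EC80 with DMSO and 100% = DMSO without agonist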
M4 PAM – CHRM4 positive allosteric modulation; CHO-K1 hM4/Gqi5, Fluo-8 calcium fluorescence, ACh EC20; 0% = ACh EC20, 100% = maximal ACh; AID 624126; hit rate 0.4% among 360,000; activation, % at 3 µM;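 active means activation above its plate's cutoff, the mean activation of sample wells plus 3 SD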; further: some results filed as inactive read as strong as hits
M4 ag – CHRM4 agonism in calcium assay; activation, % at 3 µM; P08173; CHO-K1 hM4/Gqi5, Fluo-8 calcium fluorescence; vehicle 0%, full acetylcholine response 100%; hit rate 0.14% among 360,000; AID 624127;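 active means activation above the run mean over all test wells plus 3 SD, cut at about 32% in these data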;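 further: peak over basal fluorescence ratio per well then scaled between controls; 0% = DMSO wells and 100% = acetylcholine at EC100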
CRFR2-BP antag – blocks CRF-induced signaling of the CRF-BP/CRF-R2 complex | HEK293 CRF-R2/CRF-BP, CRF-induced calcium fluorescence | inhibition, % at 11.8 µM | hit rate 0.59% among 350,000 | AID 588475;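 active means inhibition of the ligand-induced calcium signal above about 50% at the single tested concentration, limit read from the data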
CRFR2-BP ag – agonists of human CRF-binding protein/CRF-R2 receptor complex. HEK293 CRF-R2/CRF-BP, calcium dye fluorescence (FLIPR); percent of saturating CRF peptide response. activation, % at 13.2 µM. hit rate 0.46% among 350,000;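 active means activation of at least 50%, plus an integration ratio under a set limit after plate pattern correction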;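 further: plate controls were neutral control wells without compound for no effect and CRF at EC100 for full effect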
CHRM5 agonist – agonists of human muscarinic M5 receptor (CHRM5). AID 624037. activation, % at 3 µM. P08912. CHO-K1 hM5 cells, Fluo-8 calcium fluorescence; 0% DMSO wells, 100% maximal acetylcholine response. hit rate 0.19% among 360,000;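 active means activation above the run's mean over test compounds plus 3 SD, cut at about 23% in these data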;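 further: signal is peak over basal fluorescence ratio across the kinetic read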
CHRM5 PAM – potentiates acetylcholine response at human M5 receptor; hit rate 0.3% among 360,000; activation, % at 3 µM; P08912; CHO-K1 hM5, Fluo-8 calcium, ACh EC20 PAM; 0% = ACh EC20, 100% = ACh EC100;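 active means activation above the run cutoff, the mean activation of all test compounds plus 3 SD, cut at about 18% in these data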
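System: CHO-K1 hM5 cells. Reagent: acetylcholine, EC20 level. Compound dosing: single dose, 3 µM nominal final test concentration. Timing: Post-acetylcholine fluorescence recording 140 s. Detection: Fluo-8 calcium fluorescence. Read-out: % activation, ACh-normalized. Benchmarks: ACh EC20 and EC100 wells. Repeats: singlicate, one well per test compound.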
IDE inh – cellular human IDE inhibition. inhibition, % at 5.59 µM. HEK cells, FAbetaB cleavage, fluorescence polarization. P14735. hit rate 0.41% among 320,000;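 active means percent inhibition above the average of all tested compounds plus 3 SD, set per screening campaign, cut at about 16% in these data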;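 further: IDE supplied by intact live HEK cells; FP after avidin binding of uncleaved biotin substrate so inhibition keeps polarization high; 0% = DMSO wells and 100% = 60 µM reference IDE inhibitor Ii1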
Target sequence (P14735 whole entry, looked up): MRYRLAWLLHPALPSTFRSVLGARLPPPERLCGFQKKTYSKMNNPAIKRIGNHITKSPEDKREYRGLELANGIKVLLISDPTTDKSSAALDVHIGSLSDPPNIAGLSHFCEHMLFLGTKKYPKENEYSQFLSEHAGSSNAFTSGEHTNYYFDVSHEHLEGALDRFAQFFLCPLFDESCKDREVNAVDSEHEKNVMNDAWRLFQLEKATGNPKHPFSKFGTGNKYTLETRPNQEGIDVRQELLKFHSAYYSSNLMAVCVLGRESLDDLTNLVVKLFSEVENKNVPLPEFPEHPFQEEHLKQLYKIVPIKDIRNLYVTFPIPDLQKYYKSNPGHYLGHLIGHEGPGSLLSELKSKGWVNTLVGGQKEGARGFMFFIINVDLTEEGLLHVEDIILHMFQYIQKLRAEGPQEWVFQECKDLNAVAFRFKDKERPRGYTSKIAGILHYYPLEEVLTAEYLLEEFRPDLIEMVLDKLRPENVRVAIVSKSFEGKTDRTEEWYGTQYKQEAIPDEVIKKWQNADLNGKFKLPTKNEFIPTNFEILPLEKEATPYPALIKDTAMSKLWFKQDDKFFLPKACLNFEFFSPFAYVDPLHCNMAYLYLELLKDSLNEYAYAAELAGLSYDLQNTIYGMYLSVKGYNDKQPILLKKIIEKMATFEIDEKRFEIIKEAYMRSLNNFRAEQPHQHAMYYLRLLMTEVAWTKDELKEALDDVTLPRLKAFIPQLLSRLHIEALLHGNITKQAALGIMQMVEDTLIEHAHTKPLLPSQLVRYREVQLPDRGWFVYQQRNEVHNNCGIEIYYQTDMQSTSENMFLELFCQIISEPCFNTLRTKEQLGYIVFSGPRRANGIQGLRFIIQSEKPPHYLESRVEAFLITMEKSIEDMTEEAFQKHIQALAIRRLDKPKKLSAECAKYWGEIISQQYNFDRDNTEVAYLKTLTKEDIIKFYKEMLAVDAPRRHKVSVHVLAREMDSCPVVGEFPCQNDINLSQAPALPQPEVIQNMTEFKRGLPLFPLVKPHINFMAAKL
CHRM4 antagonist – antagonists of human muscarinic M4 receptor (CHRM4) | CHO-hM4 cells, ACh EC80, Fluo-8 calcium fluorescence | inhibition, % at 3 µM | hit rate 0.73% among 360,000 | AID 624125;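 active means inhibition above its plate's cutoff, the mean inhibition of sample wells plus 3 SD, cut at about 27% in these data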;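 further: 0% = acetylcholine EC80 with DMSO and 100% = DMSO without agonist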
Starred values were filed as active, the others as inactive; nt = not tested or not shown.

SMILES	CHRM5 antagonist	M4 PAM	M4 ag	CRFR2-BP antag	CRFR2-BP ag	CHRM5 agonist	CHRM5 PAM	IDE inh	CHRM4 antagonist
Cc1nn2c(=O)c(NC(=O)c3ccc(F)cc3)cnc2s1	12	13	1	-10	-1.0	-1	2	2	-1
CN(Cc1nc2ccccc2n1C)S(C)(=O)=O	5	8	2	4	-0.7	-2	-3	4	2
O=S(=O)(NC1CCN(S(=O)(=O)c2c(F)cccc2F)C1)c1ccc2c(c1)OCCO2 (stereo unspecified)	12	-5	8	-2	-2.4	6	-7	0	10
O=C(NNC(=O)c1cc2ccccc2cc1O)NC1CCCCC1	-5	-2	3	-1	1.2	-2	-1	nt	2
COc1ccc(OC)c(Cc2nnc(CCC(=O)NCc3ccsc3)o2)c1	2	1	0	-10	0.6	-3	7	5	7
COc1ccc(C2OC(=O)CC2C(=O)NC2CCCCCC2)cc1OC (stereo unspecified)	0	1	1	2	0.3	1	2	2	4
O=c1c2cnn(-c3ccccc3)c2nc(-c2ccco2)n1-c1ccccc1	2	2	1	8	-1.8	1	-3	8	1
Cc1cc(=O)oc2cc(OCC(=O)N3CCN(C(=O)C4COc5ccccc5O4)CC3)ccc12 (stereo unspecified)	11	-8	10	0	0.7	2	-7	7	0
Cc1c(C(=O)Nc2c(C)n(C)n(-c3ccccc3)c2=O)oc2ccc(Cl)cc12	23	-8	1	-6	0.3	-4	-5	7	13
Cn1ncc2c(NNC(=O)c3ccc(Cl)c(Cl)c3)ncnc21	-3	4	3	-10	-0.3	4	-4	6	-2
CS(=O)(=O)c1ccccc1-c1nnc(NC(=O)c2ccc(S(=O)(=O)N3CCCC3)cc2)o1	-2	7	0	5	5.9	2	1	8	-7
Cc1nnc(NC(=O)C2c3ccccc3Oc3ccccc32)s1	-2	1	1	-59	-2.4	-3	4	-4	14
CN(C(=O)CSc1nnc(-c2ccc3c(c2)OCO3)o1)C1CCS(=O)(=O)C1 (stereo unspecified)	11	0	2	-4	1.3	2	3	-2	0
COc1ccc(-c2nn(-c3ccccc3)cc2C(=O)Nc2ccc(C(=O)O)cc2)cc1	18	-7	8	6	0.1	-4	-3	4	-2
O=C(c1cccs1)N1CCN(Cc2cccnc2)CC1	2	16	1	-4	-2.0	-6	5	4	8

Reprinted from the part before: two compounds, then new ones.
SMILES	CHRM5 antagonist	M4 PAM	M4 ag	CRFR2-BP antag	CRFR2-BP ag	CHRM5 agonist	CHRM5 PAM	IDE inh	CHRM4 antagonist
COc1ccc(-c2nn(-c3ccccc3)cc2C(=O)Nc2ccc(C(=O)O)cc2)cc1	18	-7	8	6	0.1	-4	-3	4	-2
O=C(c1cccs1)N1CCN(Cc2cccnc2)CC1	2	16	1	-4	-2.0	-6	5	4	8
CCn1nnnc1SCC(=O)NC1CCCC1	-1	10	0	36	-2.0	1	1	7	17
COc1ccc(S(=O)(=O)n2ccc(-c3cnc(-c4ccccc4)s3)n2)cc1	2	-1	2	-2	7.2	-7	-9	6	-8
O=c1c(Cc2ccccc2)c(O)ccn1C1CCCCCCC1	0	1	0	19	-0.9	-8	4	3	-18
COCCNC(=O)c1cc(-c2cccs2)on1	1	2	1	-9	-0.7	2	-4	0	-7
CC(=O)c1sc2nsc(SCCN3CCCCC3)c2c1N	3	-4	0	-7	1.1	-20	-4	4	-5
CC1CCc2nc3ccccc3c(C(=O)OCC(=O)NC3CCS(=O)(=O)C3)c2C1 (stereo unspecified)	8	3	3	-7	-0.2	3	2	1	2
Cc1ccc(Oc2nc3ccccn3c(=O)c2/C=C(\C#N)C(=O)NC2CCS(=O)(=O)C2)cc1 (stereo unspecified)	8	1	2	-14	-2.8	1	-3	4	3
CN1CCN(c2ccc(Cl)cc2NS(=O)(=O)c2ccccc2Cl)CC1	4	-1	10	-8	-0.5	-10	-43	-4	3
O=C(CN(C(=O)CNC(=O)c1ccco1)c1ccc2c(c1)OCCO2)NC1CCCC1	9	0	2	9	-1.0	-4	-4	-1	-5
O=C(COC(=O)CC1CCS(=O)(=O)C1)Nc1ccc(F)cc1 (stereo unspecified)	11	11	1	3	-1.5	0	0	2	-16
O=C(COC(=O)CNC(=O)c1ccccc1)Nc1ccc(Cl)cn1	12	5	1	18	-3.9	2	-5	1	-3
O=c1[nH]c(/C=C\c2cccc(C(F)(F)F)c2)nc(O)c1[N+](=O)[O-]	9	-8	0	-1	2.0	-1	-6	nt	3
O=C(c1cc2c(s1)-c1ccccc1OC2)N1CCN(c2ccccn2)CC1	-7	2	0	20	-0.2	2	1	-4	6
O=C(CNCCCO)Nc1cc(C(F)(F)F)cc(NC(=O)CNCCCO)c1Cl	10	3	0	1	-0.9	0	-3	3	3
O=C(CN1C(=O)NC2(CCCCC2)C1=O)Nc1ccc(S(=O)(=O)N2CCOCC2)cc1	-4	0	-1	-4	-0.4	-1	2	-6	13
O=S(=O)(N/N=C/c1ccc(N2CCOCC2)cc1)c1ccc(Br)cc1	-3	11	0	7	0.7	0	14	1	0
COC(C(=O)Nc1ccnn1C1CCN(Cc2cccc(C)n2)CC1)c1ccccc1 (stereo unspecified)	4	11	0	-4	2.8	-5	-1	3	5
c1ccc(CSc2ccc(-c3cccs3)nn2)cc1	-4	1	-2	-28	5.3	-5	0	1	-16
COc1ccc(NC(=O)COC(=O)C2CCN(S(=O)(=O)c3cccs3)CC2)cc1	2	-3	2	-10	-0.3	1	-5	-2	-2
CN(C)C(=O)N1CCCC(C(=O)NCc2ccc(F)cc2Cl)C1 (stereo unspecified)	1	12	1	2	-1.4	0	-2	0	-4
O=C(Cc1cccs1)N/N=C/c1ccco1	4	4	2	4	-1.4	-1	-4	0	-9
Cc1nn2c(NCc3ccccn3)cc(C(C)C)nc2c1-c1ccccc1	6	-30	4	-1	1.8	0	-11	3	-8
Cc1sc(NC(=O)CSc2nnc(C(C)C)n2C)c(C#N)c1C	-2	5	0	15	6.9	0	7	2	0
Cn1c(=O)c2c(nc(N3CCCCCC3)n2CC(=O)c2ccccc2)n(C)c1=O	6	15	1	-6	-0.7	2	0	1	-4
COC(=O)C1CCN(C(=O)CSc2nnc(-c3ccccc3)o2)CC1	1	5	1	-16	-1.0	1	5	-3	2
COc1ccc2c(c1)CCc1c(C(=O)N(C)c3ccccc3)noc1-2	2	14	5	3	-1.0	-3	2	11	-6
COc1ccc(C(=O)NCCS(=O)(=O)N2CCc3ccccc3C2)cc1OC	7	7	1	4	-1.8	0	3	0	0
O=C(N/N=C/c1cc2ccccc2nc1Cl)[C@H]1C[C@@H]1c1ccccc1	2	-1	1	-27	-2.4	-2	-5	-2	-2
CCCCC(=O)Nc1ccc2c(c1)nc1n2CCN(CCOC)C1	0	-1	1	3	0.1	3	-1	nt	-9
OC(CN1CCN(c2cccc(Cl)c2)CC1)C(c1ccccc1)c1ccccc1 (stereo unspecified)	-2	0	0	9	-1.1	-1	-4	-2	-12
CCOC(=O)N1CCN(C(=O)c2cccc(S(=O)(=O)Nc3ccccc3Cl)c2)CC1	-3	0	0	5	0.9	1	2	1	8
CCc1nc2c(OCCOc3ccc(F)cc3)cccn2c1N(C)C(=O)C(C)C	1	1	1	nt	nt	-2	0	nt	0
CN(CC(=O)Nc1ccc(N2CCOCC2)cc1)C(=O)CCCOc1ccc(Cl)cc1Cl	7	-13	18	-7	-1.3	4	-13	5	-12
O=c1[nH]c(SCc2ccc(F)cc2Cl)nc2ccccc12	-1	0	1	-31	2.4	-1	5	-4	2
Cc1ccc(-n2nnc3c(SCC(=O)NCC4CCCO4)ncnc32)cc1 (stereo unspecified)	-5	17	2	-4	-3.0	0	13	10	-19
CCn1cnc2sc(C(=O)N(Cc3ccc(N(C)C)cc3)Cc3ccco3)c(C)c2c1=O	11	-7	10	0	-0.5	3	-11	-11	25
O=C(CN1CCN(c2ccc(F)cc2)CC1)OCc1ccccc1	1	-1	-1	-17	-0.2	-1	-2	4	2
COc1ccc(N2CCN(C(CNC(=O)c3ccc4c(c3)OCO4)c3ccco3)CC2)cc1 (stereo unspecified)	-4	2	3	3	1.1	6	7	3	-6
COc1ccc(C(=O)CCc2ccccc2)cc1	7	-6	12	-9	-4.1	-1	-7	1	3
CCC(=O)Nc1nnc(S(=O)(=O)N2CCCCCC2)s1	-5	8	2	-6	0.0	2	-1	0	-4
N#CCc1ccc(NS(=O)(=O)c2cccs2)cc1	1	8	1	112*	-0.1	-4	2	0	5
O=C(O)c1ccc(NC(=O)c2cccs2)cc1	12	2	0	2	0.7	0	-4	3	-3
Cc1c(NC(=O)c2cc(-c3cccs3)on2)c(=O)n(-c2ccccc2)n1C	-3	7	-1	-2	-0.2	-1	-1	6	-2
Cc1nn(C)c(Sc2ccccc2N)c1[N+](=O)[O-]	-12	-3	2	-5	0.1	12	17	28*	0
CN(Cc1ccc(C(F)(F)F)cc1)C(=O)c1ccc(Oc2ccccc2)cc1	4	-6	0	-9	-2.3	-4	-8	4	-11
Cc1cnn(C(=S)NCc2ccco2)c1	-3	12	0	-13	-0.5	-1	0	0	-2

Among those listed so far, 10 have fluorine:
SMILES	CHRM5 antagonist	M4 PAM	M4 ag	CRFR2-BP antag	CRFR2-BP ag	CHRM5 agonist	CHRM5 PAM	IDE inh	CHRM4 antagonist
Cc1nn2c(=O)c(NC(=O)c3ccc(F)cc3)cnc2s1	12	13	1	-10	-1.0	-1	2	2	-1
O=S(=O)(NC1CCN(S(=O)(=O)c2c(F)cccc2F)C1)c1ccc2c(c1)OCCO2 (stereo unspecified)	12	-5	8	-2	-2.4	6	-7	0	10
O=C(COC(=O)CC1CCS(=O)(=O)C1)Nc1ccc(F)cc1 (stereo unspecified)	11	11	1	3	-1.5	0	0	2	-16
O=c1[nH]c(/C=C\c2cccc(C(F)(F)F)c2)nc(O)c1[N+](=O)[O-]	9	-8	0	-1	2.0	-1	-6	nt	3
O=C(CNCCCO)Nc1cc(C(F)(F)F)cc(NC(=O)CNCCCO)c1Cl	10	3	0	1	-0.9	0	-3	3	3
CN(C)C(=O)N1CCCC(C(=O)NCc2ccc(F)cc2Cl)C1 (stereo unspecified)	1	12	1	2	-1.4	0	-2	0	-4
CCc1nc2c(OCCOc3ccc(F)cc3)cccn2c1N(C)C(=O)C(C)C	1	1	1	nt	nt	-2	0	nt	0
O=c1[nH]c(SCc2ccc(F)cc2Cl)nc2ccccc12	-1	0	1	-31	2.4	-1	5	-4	2
O=C(CN1CCN(c2ccc(F)cc2)CC1)OCc1ccccc1	1	-1	-1	-17	-0.2	-1	-2	4	2
CN(Cc1ccc(C(F)(F)F)cc1)C(=O)c1ccc(Oc2ccccc2)cc1	4	-6	0	-9	-2.3	-4	-8	4	-11

High-throughput results (PubChem)
